# ATXN2 expr inh: Primary qHTS for Inhibitors of ATXN expression | 360,000 compounds, 0.72% hits | HEK-293 ATXN2-luciferase reporter, luminescence, 24 h | AID 1745845, 2022 | Potency, µM (top dose mostly 57 µM), inactives show top-dose activity change, negative = inhibition, usual class: inhibitors; note: nearly all actives have a fitted effect of over 55% in size
#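 ATXN2-luciferase reporter cells (luciferase flanked by upstream and downstream ATXN2 gene portions) were treated 24 h at 37 °C with compounds at up to 57 uM. SteadyGlo luminescence gave expression; GF-AFC fluorescence gave viability.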
# HT1080 IDH1KD tx: qHTS for induction of synthetic lethality in tumor cells producing 2HG: qHTS for the HT-1080-IDH1KD cell line | HT-1080 IDH1 knockdown viability, ATP luminescence, 48 h | 360,000 compounds, 2% hits | Potency, µM (top dose mostly 46.1 µM), for the others: at the top dose activity, negative = toxicity, actives largely listed as cytotoxic | AID 686971, 2013;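 note: 0% = DMSO wells and -100% = cell-free medium wells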
#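 Luminescent ATP read-out (CellTiter-Glo, 10 min at room temperature) after 48 h compound exposure at 37 °C gave viability of IDH1-knockdown HT-1080 cells. Activity was normalised to DMSO and cell-free wells, then fitted as concentration-response curves.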
# HT1080NT lethal: qHTS for induction of synthetic lethality in tumor cells producing 2HG: qHTS for the HT-1080-NT fibrosarcoma cell line. 360,000 compounds, 1.6% hits. Potency, µM (highest dose often 46.1 µM), inactives show top-dose activity, negative = less viability, most hits filed as cytotoxic. HT-1080-NT fibrosarcoma viability, CellTiter-Glo ATP luminescence, 48 h;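 note: NT is the 2HG producing partner of a matched IDH1 knockdown line; 0% = DMSO-treated cells and -100% = media-only wells without cells; nearly all actives have a fitted effect of over 55% in size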
#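 Compounds were tested in concentration-response format on HT-1080-NT cells for 48 hours at 37 degrees C. Cell viability came from CellTiter-Glo luminescence; curves were classified by r2, response magnitude and activity.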
# Numbers without * were called inactive; ? = inconclusive; . = no result given; [ ] = dose if it differs, or a comment. Calls come from the whole dose curve; as a rule, active = well fitted curve in the direction sought with a large enough effect; inconclusive = small, poorly fitted or top-dose-only effect, or another doubt; inactive = no such curve, though single readings can be large; an effect the other way counts as inactive or inconclusive. Unless noted, % is set by controls: 0 for no effect and ±100 for the full control effect; potency is the fitted concentration of half-maximal effect. These rows are one share of the data; count on the stated rates, not on these rows.
# Values in the order: HT1080 IDH1KD tx	HT1080NT lethal	ATXN2 expr inh
- NCCCN(Cc1ccc(Cl)cc1)c1ccc(Br)cn1
    11µM*	?	.
- COc1cc(Cl)c(CC(=O)NO)cc1OC
    -4%	-3%	.
- COc1cc2nc(N3CCCN(C)CC3)nc(NC3CCCCC3)c2cc1OC
    ?	18µM*	.
- COc1cc2c(NC3CCN(C)CC3)nc(N3CCCN(C)CC3)nc2cc1OCCCCCC(N)=O
    3%	2%	.
- CC(C)NS(=O)(=O)c1ccc2[nH]c3nc(SCC(=O)Nc4ccc(F)c(F)c4)nnc3c2c1
    ?	?	.
- CNc1nc(N2CCCN(C)CC2)nc2cc(OC)c(OC)cc12
    -19%	-10%	.
- Cc1cccc(OCCC(=O)NO)c1
    -14%	?	.
- O=C(O)C1=CC(=C(c2ccc(O)c(C(=O)O)c2)c2ccc(O)c(C(=O)O)c2)C=CC1=O
    7%	2%	.
- COc1ccc(-c2nc3cccc(C)n3c2Nc2ccc(C)cc2)cc1
    -26%	-23%	.
- CCCN1CNc2c(c(=O)[nH]c(=S)n2CCc2ccc(OC)cc2)C1
    19%	0%	.
- CCN(CC)c1nc(NC2CCN(C)CC2)c2cc(OC)c(OC)cc2n1
    ?	?	.
- Cc1ccc(S(=O)(=O)N2CCN(c3nc(-c4cccs4)nc4ccccc34)CC2)c(C)c1
    1%	23%	.
- CC(=O)NC(Cc1ccc([N+](=O)[O-])cc1)C(=O)NCC(N)C(=O)c1ccccc1 (stereo not given)
    -3%	-2%	.
- O=C(O)c1ccc(CNc2ncnc3nc[nH]c23)cc1
    25%	21%	.
- Nc1ccn(C2C=CC(CO)O2)c(=O)n1 (stereo not given)
    -1%	3%	.

# In a second layout: 2 of the compounds above
structure | HT1080 IDH1KD tx | HT1080NT lethal | ATXN2 expr inh
Nc1ccn(C2C=CC(CO)O2)c(=O)n1 (stereo not given) | -1% | 3% | .
CCCN1CNc2c(c(=O)[nH]c(=S)n2CCc2ccc(OC)cc2)C1 | 19% | 0% | .

# Other entries follow:
# Values in the order: HT1080 IDH1KD tx	HT1080NT lethal	ATXN2 expr inh
- Clc1ncc(C#Cc2ccccc2)c2ncncc12
    ?	?	.
- NC1=NC(=O)/C(=C\c2ccc(-c3ccccc3[N+](=O)[O-])o2)S1
    ?	20µM*	.
- Cc1ccc(-c2nc3cnccn3c2Nc2ccc(C(C)C)cc2)o1
    6%	4%	.
- O=c1[nH]c(SCc2ccccc2)ncc1S(=O)(=O)c1ccccc1
    10%	10%	.
- O=[N+]([O-])c1nccn1C1C=CC(O)C(CO)O1 (stereo not given)
    2%	0%	.
- CC(C)(C)C(=O)Nc1ccc2c(c1)C(=O)C(=O)c1ccccc1-2
    0.79µM*	0.79µM*	.
- O=[N+]([O-])c1ccc(-c2csc(Nc3ccccc3)n2)cc1
    -24%	-21%	.
- O=S(=O)(c1ccc2c(c1)OCCO2)N1CCN(c2nc(-c3ccccc3)nc3ccccc23)CC1
    0%	12%	.
- NC(=O)c1cc[n+](CC2=C(C(=O)O)N3C(=O)[C@@H](NC(=O)[C@@H](c4ccccc4)S(=O)(=O)[O-])[C@H]3SC2)cc1
    17%[92.2 µM]	13%[92.2 µM]	.
- COc1ccc(-c2nc3ccc(NC(=O)COC(C)=O)cc3c(=O)n2Cc2ccccc2)cc1COc1ccc(NC(C)=O)cc1
    -7%	-13%	.
- COc1ccc(C2Nc3ccc(NC(C)=O)cc3C(=O)N2Cc2ccccc2)cc1COc1ccc(NC(C)=O)cc1 (stereo not given)
    14%	11%	.
- COc1cc2nc(N3CCCCC3)nc(NC3CCN(C)CC3)c2cc1OC
    11µM*	20µM*	.
- COc1ccc(C#Cc2c[nH]c(=O)c3cncnc23)cc1OC
    -5%	-13%	.
- O=c1[nH]cc(C#Cc2ccccc2)c2ncncc12
    8%	14%	.
- Cc1ccc(S(=O)(=O)N2CCN(c3nc(-c4cccnc4)nc4ccccc34)CC2)cc1
    1%	19%	.

# Random excerpt: five records from the list.
# Values in the order: HT1080 IDH1KD tx	HT1080NT lethal	ATXN2 expr inh
- COc1cc2nc(N3CCCCC3)nc(NC3CCN(C)CC3)c2cc1OC
    11µM*	20µM*	.
- NC1=NC(=O)/C(=C\c2ccc(-c3ccccc3[N+](=O)[O-])o2)S1
    ?	20µM*	.
- Cc1ccc(S(=O)(=O)N2CCN(c3nc(-c4cccnc4)nc4ccccc34)CC2)cc1
    1%	19%	.
- O=[N+]([O-])c1ccc(-c2csc(Nc3ccccc3)n2)cc1
    -24%	-21%	.
- Cc1ccc(-c2nc3cnccn3c2Nc2ccc(C(C)C)cc2)o1
    6%	4%	.

# (listing goes on)
# Values in the order: HT1080 IDH1KD tx	HT1080NT lethal	ATXN2 expr inh
- CC(=O)c1ccccc1S(=O)(=O)N1CCN(c2nc(-c3cccs3)nc3ccccc23)CC1
    0%	1%	.
- Cc1ccc(S(=O)(=O)N2CCN(c3nc(N(C)c4cc(Cl)ccc4O)nc4ccccc34)CC2)cc1
    10%	8%	.
- COc1cc2nc(N3CCN(C)CC3)nc(NC(C)C)c2cc1OC
    -2%	-22%	.
- COc1cc2c(NC3CCN(C)CC3)nc(N3CCCN(C)CC3)nc2cc1OCCCN(C)C
    9%	3%	.
- COc1ccc(Cl)cc1N(C)c1nc(N2CCN(S(=O)(=O)c3ccc(C)cc3)CC2)c2ccccc2n1
    19%	-15%	.
- COc1cc2nc(Cl)nc(NC3CCN(Cc4ccccc4)CC3)c2cc1OC
    -2%	0%	.
- CC1(C)OB(c2cnc(C#N)nc2)OC1(C)C
    -1%	0%	.
- Cc1ccc(S(=O)(=O)N2CCN(c3nc(-c4cccs4)nc4c3ncn4COC(=O)C(C)(C)C)CC2)cc1
    0%	5%	.
- O=S(=O)(c1ccc(F)cc1F)N1CCN(c2nc(-c3cccs3)nc3ccccc23)CC1
    16%	6%	.
- COc1ccc(CN(Cc2ccccc2)C(=O)C2CC2)cc1COc1ccc(NC(C)=O)cc1
    -25%	-20%	.
- COc1ccc(CN(Cc2ccccc2)C(=O)COC(C)=O)cc1COc1ccc(NC(C)=O)cc1
    -23%	-14%	.
- O=C(Nc1ccc(F)c(F)c1)c1cnn2c1NC(=C1CC1)C=C2C(F)F
    23%	28%	.
- Cc1ccc(S(=O)(=O)N2CCN(c3nc(-c4cncs4)nc4ccccc34)CC2)cc1
    2%	6%	.
- CCNc1nc(N2CCCN(C)CC2)nc2cc(OC)c(OC)cc12
    -23%	-25%	.
- CN(C)c1cc(N2CCOCC2)nc(C#N)n1
    8%	4%	.

# Other structures:
# Values in the order: HT1080 IDH1KD tx	HT1080NT lethal	ATXN2 expr inh
- COc1ccc(CN(Cc2ccccc2)C(=O)Nc2ccccc2)cc1COc1ccc(NC(C)=O)cc1
    1%	2%	.
- C=CC(=O)Nc1cccc(Sc2nc(Nc3ccc(N4CCN(C)CC4)cc3)ncc2Cl)c1
    .	.	?
- COc1cc(Cl)cn2c(-c3cccc(NC4CNC4)n3)cnc12
    .	.	-7%
- CCCCN1CCC(CNC(=O)c2c3n(c4ccccc24)CCCO3)CC1
    .	.	53%[activator]
- CN1CC(=O)NC1=NC(=O)Nc1cccc(Cl)c1
    .	.	-5%
- CCC(C)SSc1ncc[nH]1 (stereo not given)
    .	.	?
- CC(NCc1ccc2c(c1)nc(NC(=O)c1ccc(-c3cn[nH]c3)s1)n2CC(C)(C)O)C(C)(C)C (stereo not given)
    .	.	0.97µM*
- C1Cc2[nH]nc(-c3nn[nH]n3)c2C1
    .	.	-7%
- COc1ccc(CCN(C)CCCOc2ccc(S(=O)(=O)c3[nH]c4ccccc4c3C(C)C)cc2)cc1OC
    .	.	-17%
- C=CC(=O)Nc1cc(NC(=O)c2ccc(C)c(NC(=O)c3ccno3)c2)cc(C(F)(F)F)c1
    .	.	?
- COc1ccc2c(c1)c(C1=C(c3c[nH]c4ccccc34)C(=O)NC1=O)cn2CCCN(C)C
    .	.	22µM*
- CCC=CC[C@H]1C(=O)CC[C@@H]1CC(=O)OC
    .	.	-1%
- CN(C)CC[C@H](CSc1ccccc1)Nc1ccc(S(=O)(=O)NC(=O)c2ccc(N3CCN(Cc4ccccc4-c4ccc(Cl)cc4)CC3)cc2)cc1[N+](=O)[O-]
    .	.	-15%
- CNC(=O)[C@H](Cc1ccccc1)NC(=O)[C@H](CC(C)C)[C@H](CSc1cccs1)C(=O)NO
    .	.	?
- CC(N[C@H]1CCCC[C@H]1NC(=O)c1ccc(Cl)cc1)c1cccc2ccccc12 (stereo not given in full)
    .	.	?

# (listing goes on)
# Values in the order: HT1080 IDH1KD tx	HT1080NT lethal	ATXN2 expr inh
- CC1CNc2c(cccc2S(=O)(=O)N[C@@H](CCCN=C(N)N)C(=O)N2CC[C@@H](C)C[C@@H]2C(=O)O)C1 (stereo not given in full)
    .	.	8%
- CO[C@@H]1[C@@H](O)[C@H](O)[C@@H](n2c3c(Cl)cccc3c3c4c(c5c6cccc(Cl)c6[nH]c5c32)C(=O)NC4=O)O[C@@H]1CO
    .	.	0.27µM*
- COc1cccc(-c2ccc(NC(=O)C3=C(C(=O)O)CCC3)c(F)c2)c1
    .	.	-16%
- O=C(NCCCNc1nc(Nc2cccc(NC(=O)N3CCCC3)c2)ncc1I)c1cccs1
    .	.	14µM*
- O=C(Nc1ncc(-c2cc(C(F)F)nn2-c2c(Cl)cccc2Cl)s1)C1CC1
    .	.	?
- COc1cc(C(C)C)c2c(c1)S(=O)(=O)N(COc1cc(=O)n3cccc(OCCN4CCCCC4)c3n1)C2=O
    .	.	20%
- NC(=O)c1ncn([C@@H]2O[C@H](CO)[C@@H](O)[C@@H]2O)c1N
    .	.	-14%
- C=CC(=O)Nc1cccc(Nc2nc(NC3CCC(N(C)C)CC3)nc3c2ncn3C(C)C)c1 (stereo not given)
    .	.	0.031µM*
- CCOC(CN1C(=O)[C@](CC(=O)Nc2ccc(C)cc2)(NC(=O)Nc2ccc(C)cc2)c2ccccc21)OCC
    .	.	?
- O=C1NC(=O)C(=Cc2ccc3nccc(-c4ccncc4)c3c2)S1
    .	.	6.9µM*
- CO[C@@H]1[C@H](N(C)C(=O)c2ccccc2)C[C@H]2O[C@]1(C)n1c3ccccc3c3c4c(c5c6ccccc6n2c5c31)C(=O)NC4
    .	.	?
- CC(=CC(=O)Nc1ccccc1C(=O)O)c1ccc2ccccc2c1
    .	.	135%[activator]
- CC(=O)N1CCN(c2ccc(OCc3nn(C)c(C)c3-c3cccc4c(CCCOc5cc(C)c(Cl)c(C)c5)c(C(=O)O)n(Cc5cccnc5)c34)cc2)CC1
    .	.	11%
- Clc1ccc(C2(c3ccc(-c4cn[nH]c4)cc3)CCNCC2)cc1
    .	.	?
- CON=C(C(=O)N[C@@H]1C(=O)N2C(C(=O)OCOC(=O)C(C)(C)C)=C(C=Cc3scnc3C)CS[C@H]12)c1csc(N)n1
    .	.	6%

# Later entries:
# Values in the order: HT1080 IDH1KD tx	HT1080NT lethal	ATXN2 expr inh
- CC(C)c1cnn2c(NCc3ccccc3)cc(NCCCCCCN)nc12
    .	.	?
- O=C(Nc1nc2cccc(-c3ccc(CN4CCS(=O)(=O)CC4)cc3)n2n1)C1CC1
    .	.	292%[activator]
- CC(C)c1ccccc1Cc1cc(C(=O)Nc2ccc(S(=O)(=O)c3ccccc3C(C)(C)C)cc2)c(O)c(O)c1O
    .	.	?
- COc1ccc(Cc2ccc(NC(N)=O)cc2)cc1-c1cccc(Cl)c1
    .	.	4%
- N#CC1(c2cccc(C(=O)Nc3cc(Oc4ccc5nc(NC(=O)C6CC6)sc5n4)ccc3F)c2Cl)CC1
    .	.	-10%
- CC(C)(C)COc1ccc(-n2cc(C(=O)O)cn2)cc1C#N
    .	.	103%[activator]
- CC(C)[C@H](C(=O)Nc1ccc(C(=O)NO)cc1)c1ccccc1
    .	.	76%[activator]
- O=C(c1cncc(Br)c1)N1CCC(N2CCCC2)CC1
    .	.	-2%
- C[C@H]1[C@H](O)O[C@@H]2O[C@@]3(C)CC[C@@H]4[C@H](C)CC[C@@H]1[C@@]24OO3
    .	.	?
- CC(C)n1cnc2c(NCCCCCCNC(=O)OC(C)(C)C)nc(NCCO)nc21
    .	.	14µM*
- C=CCn1c(=O)c2cnc(Nc3ccc(N4CCN(C)CC4)cc3)nc2n1-c1cccc(C(C)(C)O)n1
    .	.	?
- Cc1cnn(C)c1C(=O)Nc1cc(Nc2ccc3c(C=Cc4ccccn4)n[nH]c3c2)ccc1F
    .	.	?
- Fc1cc(-c2cccc3ncc(-c4cnn(C5CCNCC5)c4)nc23)cc(F)c1CN1CCOCC1
    .	.	24µM*
- C=CC[N+]1([C@H]2C[C@H]3[C@@H]4CC[C@H]5C[C@H](O)[C@@H](N6CCOCC6)C[C@]5(C)[C@@H]4CC[C@]3(C)[C@H]2OC(C)=O)CCCC1
    .	.	1%
